From PubChem BioAssay
GPR55 beta-arrestin: GPR55 agonists via beta-arrestin recruitment, primary screen, imaging, U2OS cells, beta-arrestin-GFP redistribution (AID 1961); activation, % at 10 µM; hits with a dose series show EC50 in µM; U2OS GPR55 beta-arrestin-GFP redistribution imaging; higher % means a stronger effect; 290,000 tested, 0.048% active;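 active means activation above 40% with more than 50 cells counted in the well; inconclusive means wells holding fewer than 50 cells, flagged as toxic or sparse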;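 further: U2OS osteosarcoma cells stably expressing GPR55 and beta-arrestin-GFP; plate controls were DMSO negative control for no effect and LPI positive control for full effect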
SIAH1 antagonists: Siah-1 peptide-binding antagonists, primary screen, biochemical, fluorescence polarization, rhodamine-plectin, uHTS (AID 1817). displacement, % at 20 µM; hits with a dose series show IC50 in µM. Siah-1 / rhodamine-plectin peptide fluorescence polarization; higher % means a stronger effect. 290,000 tested, 0.02% active;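 active means displacement of at least 50% at 20 µM, with a fluorescence ratio check between 0.3 and a set limit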;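 further: plate controls were Siah plus tracer with DMSO for no effect and tracer alone without Siah for full effect; strong numbers were not always called active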
KOR beta-arrestin-1: kappa opioid receptor activators – cell-based, luminescence, uHTS, primary screen (AID 1777) | activation, % at 10 µM, or EC50 in µM where a hit was titrated | KOR beta-arrestin recruitment, luminescence; higher % means a stronger effect | 280,000 tested, 0.02% active; in the data active means activation above about 50%, passing the limit was not always enough; further: a part of the inactive calls stands beside numbers as strong as those of hits
AID2073: inhibitors of Mint1-CaV2.2 protein interaction, biochemical, HTRF (AID 2073); inhibition, % at 20 µM; hits with a dose series show IC50 in µM; HTRF protein-protein interaction, Mint1-CaV2.2; higher % means a stronger effect; 290,000 tested, 0.19% active; in the data active means inhibition mostly above about 51%, no sharp cut-off; inconclusive means no clear call, values can overlap the other calls; inactive means mostly below about 53%; further: some results filed as inactive read as strong as hits
KOR beta-arrestin-2: kappa opioid receptor blockers – cell-based, luminescence, uHTS (AID 1778); KOR beta-arrestin recruitment, luminescence, antagonist mode; higher % means a stronger effect; one-dose inhibition, % at 10 µM; IC50 in µM for titrated hits; 290,000 tested, 0.091% active; in the data active means inhibition above about 50%; further: strong numbers were not always called active
GPR55 LPI antagonism: GPR55 antagonists blocking LPI-driven arrestin recruitment, primary screen, imaging, U2OS, beta-arrestin-GFP, LPI agonist (AID 2013); 290,000 tested, 0.13% active; U2OS GPR55 beta-arrestin-GFP translocation imaging, LPI antagonism; higher % means a stronger effect; inhibition, % at 10 µM, or IC50 in µM where a hit was titrated;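 active means spots per cell inhibited over 60%, with over 100 cells counted and total cytoplasm intensity under 500,000; inconclusive means wells with under 100 cells, flagged as likely toxic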;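 further: U2OS cells stably carrying GPR55 and arrestin-GFP stimulated by 5 µM LPI near EC80; imaged beta-arrestin-GFP aggregate spots per cell after agonist stimulation; plate controls were LPI-stimulated DMSO wells for no effect and DMSO wells without LPI for full effect; some results filed as inactive read as strong as hits; confirmed hits need IC50 under 10 µM and bright autofluorescent wells are also inconclusive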
NOD1 inhibition: NOD1 signaling inhibitors, primary screen, cell-based, luminescence, uHTS (AID 1578) | NOD1-driven NF-kB luciferase reporter cells, luminescence; higher % means a stronger effect | one-dose inhibition, % at 4 µM; EC50 in µM for titrated hits | 290,000 tested, 1% active; in the data active means inhibition mostly above about 36%, no sharp cut-off; inactive means mostly below about 34%;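 further: HEK-293T reporter cells stimulated with the NOD1 agonist gamma-tri-DAP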
HIV peptide binding: inhibitors of HIV fusion peptide binding, primary screen, biochemical, uHTS, fluorescence dequenching (AID 1986). cell-free peptide binding, fluorescence dequenching, 30 min; higher % means a stronger effect. one-dose inhibition, % at 20 µM; IC50 in µM for titrated hits. 290,000 tested, 0.3% active; in the data active means inhibition mostly above about 52%, no sharp cut-off; inactive means mostly below about 76%; further: some results filed as inactive read as strong as hits
GPR35 arrestin U2OS: GPR35 antagonists blocking zaprinast-driven arrestin recruitment, primary screen, imaging, U2OS, beta-arrestin-GFP, zaprinast agonist (AID 2058) | U2OS GPR35 beta-arrestin-GFP translocation imaging, zaprinast antagonism; higher % means a stronger effect | one-dose inhibition, % at 10 µM; IC50 in µM for titrated hits | 290,000 tested, 0.052% active;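 active means inhibition of at least 50% with at least 30 cells and total cytoplasm GFP at most 10,000,000; inconclusive means under 30 cells or total GFP of 10,000,000 plus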
Numbers without * were called inactive; ? = inconclusive; . = no result given; [ ] = dose if it differs, or a comment.

SMILES | GPR55 beta-arrestin | SIAH1 antagonists | KOR beta-arrestin-1 | AID2073 | KOR beta-arrestin-2 | GPR55 LPI antagonism | NOD1 inhibition | HIV peptide binding | GPR35 arrestin U2OS
COC(=O)c1cc2oc(C)cc2n1CC(=O)Nc1cc(C)cc(C)c1 | 0.4% | -2% | -0.8% | -4% | 13% | -3% | -22% | 0.9% | -7%
CCOC(=O)N1CCN(C(=O)C2CCN(CC3CCCCC3)CC2)CC1 | 0.4% | 16% | -2.0% | 4% | 7% | 0% | -23% | 5.4% | -6%
OCCCCCNc1ncnc2ccccc12 | -0.3% | -2% | -5.2% | 8% | 2% | -5% | 46%* | 1.4% | 4%
O=C1NCCNC1(c1c[nH]c2ccccc12)C(F)(F)F (configuration not stated) | 0.3% | -2% | -2.5% | 2% | -21% | -3% | 13% | 5.4% | 4%
CC(C)(C)[C@H]1CCC(=O)N([C@H](CN=[N+]=[N-])Cc2ccccc2)CC1 | 0.8% | -4% | 1.5% | 15% | -8%[20 µM] | 2% | -13% | -1.1% | -13%
O=C(Nc1ccc([N+](=O)[O-])cn1)c1ccc(Br)o1 | 0.0% | 10% | 0.5% | 1% | . | 12% | -24% | 4.8% | -2%
CCCCCCCNC(=O)CN1C(=O)CSc2ccc(S(=O)(=O)N3CCOCC3)cc21 | -0.1% | 9% | -1.9% | -13% | -52% | 17% | -17% | 1.3% | -5%
CC(C)Cc1nc(S(=O)(=O)c2ccc(Cl)cc2)c(N2CCOCC2)o1 | -0.1% | -2% | 1.5% | 1% | -21% | -2% | -23% | 1.2% | -6%
Cc1ccc2c(c1)cc(C)c1nnc(SCC(=O)NCc3ccco3)n12 | 0.2% | -4% | 8.8% | -4% | -24% | -10% | -18% | -1.9% | 0%
COc1ccc(NC(=O)N2CCn3c2nc2ccccc23)cc1 | 0.2% | 2% | . | 7% | . | -4% | -14% | -1.4% | -1%
COc1cc(/C=N/NC(=O)c2ccncc2)c([N+](=O)[O-])cc1OC | 0.0% | 11% | -1.0% | 4% | -10% | 16% | 2% | 0.4% | -2%
CCOC(=O)c1oc2cccc(OCC(O)CNC(C)C)c2c1C (configuration not stated) | 0.0% | -5% | 1.4% | ? | -39% | 7% | -5% | -2.1% | 7%
CC1(C)NC(=O)N(CCCCOc2ccccc2[N+](=O)[O-])C1=O | 0.2% | -1% | -4.3% | -13% | -77%[20 µM] | -10% | -22% | -0.4% | -11%
CN(NS(C)(=O)=O)c1c(C#N)c(C(F)(F)F)nn1C | 0.0% | 2% | -3.8% | 2% | 1% | 1% | -20% | 0.8% | 15%
CC(=O)C1=C(O)C(=O)N(Cc2ccccc2)C1c1ccccc1F (configuration not stated) | -0.1% | 6% | 1.7% | 4% | -11% | 10% | 3% | -0.8% | -4%
Cc1ccc(-c2noc(CSc3nnc(CCc4ccccc4)n3-c3ccccc3)n2)cc1 | -0.1% | 0% | 2.9% | -16% | -27% | 0% | -3% | -1.5% | 12%
C/C(CC(=O)Nc1ccc(Br)cc1)=N\NC(=O)Cc1csc(N)n1 | -0.1% | 0% | -0.7% | -4% | 2% | -1% | -12% | -1.4% | 8%
CN(C)S(=O)(=O)Oc1cccc(C(=O)Nc2ccccc2Cl)c1 | -0.1% | -1% | 2.6% | -4% | -12% | 15% | -53% | -1.6% | 18%
CCOC(=O)c1c(C)[nH]c(C(=O)OCC(=O)N2CCc3ccccc32)c1C | -0.1% | 0% | 5.3% | 53% | -10% | 7% | -23% | 1.3% | 7%
COc1ccc(/C=C(\C#N)C(=O)OCC(=O)NC(=O)NCCC(C)C)cc1 | 0.1% | 2% | -6.1% | 1% | 18% | 12% | -38% | -1.0% | -3%
CCOC(=O)NC1(C(F)(F)F)NC(=O)N(C2CCCCC2)C1=O (configuration not stated) | -0.1% | -2% | 3.8% | -4% | -59% | 2% | 10% | -0.8% | 13%
COc1ccc(-c2noc(C3CCCN(C(=O)c4ccccc4OC)C3)n2)cc1OC (configuration not stated) | 0.6% | -1% | 6.3% | 9% | -50% | 2% | -10% | 0.7% | 20%
O=C1CC2(CCCCC2)Oc2ccc(OCC(=O)N3CCOCC3)cc21 | 0.4% | 4% | -1.0% | 19% | 3% | 22% | -18% | 32% | -2%
COc1ccc(NC(=O)c2cnn(-c3ccccc3)c2C)cc1 | -0.3% | -2% | -6.0% | 8% | -45%[20 µM] | 16% | -12% | -1.7% | 2%
O=C(Nc1ccc(Cl)cc1Cl)c1n[nH]c(Cn2cncn2)n1 | 0.3% | 1% | -0.8% | 3% | 8% | 3% | 15% | 13% | 20%

In the list so far, three contain a Cl atom:
SMILES | GPR55 beta-arrestin | SIAH1 antagonists | KOR beta-arrestin-1 | AID2073 | KOR beta-arrestin-2 | GPR55 LPI antagonism | NOD1 inhibition | HIV peptide binding | GPR35 arrestin U2OS
CC(C)Cc1nc(S(=O)(=O)c2ccc(Cl)cc2)c(N2CCOCC2)o1 | -0.1% | -2% | 1.5% | 1% | -21% | -2% | -23% | 1.2% | -6%
CN(C)S(=O)(=O)Oc1cccc(C(=O)Nc2ccccc2Cl)c1 | -0.1% | -1% | 2.6% | -4% | -12% | 15% | -53% | -1.6% | 18%
O=C(Nc1ccc(Cl)cc1Cl)c1n[nH]c(Cn2cncn2)n1 | 0.3% | 1% | -0.8% | 3% | 8% | 3% | 15% | 13% | 20%

Entries from the list above that contain four or more nitrogen atoms (8):
SMILES | GPR55 beta-arrestin | SIAH1 antagonists | KOR beta-arrestin-1 | AID2073 | KOR beta-arrestin-2 | GPR55 LPI antagonism | NOD1 inhibition | HIV peptide binding | GPR35 arrestin U2OS
CC(C)(C)[C@H]1CCC(=O)N([C@H](CN=[N+]=[N-])Cc2ccccc2)CC1 | 0.8% | -4% | 1.5% | 15% | -8%[20 µM] | 2% | -13% | -1.1% | -13%
Cc1ccc2c(c1)cc(C)c1nnc(SCC(=O)NCc3ccco3)n12 | 0.2% | -4% | 8.8% | -4% | -24% | -10% | -18% | -1.9% | 0%
COc1ccc(NC(=O)N2CCn3c2nc2ccccc23)cc1 | 0.2% | 2% | . | 7% | . | -4% | -14% | -1.4% | -1%
COc1cc(/C=N/NC(=O)c2ccncc2)c([N+](=O)[O-])cc1OC | 0.0% | 11% | -1.0% | 4% | -10% | 16% | 2% | 0.4% | -2%
CN(NS(C)(=O)=O)c1c(C#N)c(C(F)(F)F)nn1C | 0.0% | 2% | -3.8% | 2% | 1% | 1% | -20% | 0.8% | 15%
Cc1ccc(-c2noc(CSc3nnc(CCc4ccccc4)n3-c3ccccc3)n2)cc1 | -0.1% | 0% | 2.9% | -16% | -27% | 0% | -3% | -1.5% | 12%
C/C(CC(=O)Nc1ccc(Br)cc1)=N\NC(=O)Cc1csc(N)n1 | -0.1% | 0% | -0.7% | -4% | 2% | -1% | -12% | -1.4% | 8%
O=C(Nc1ccc(Cl)cc1Cl)c1n[nH]c(Cn2cncn2)n1 | 0.3% | 1% | -0.8% | 3% | 8% | 3% | 15% | 13% | 20%

(continued)
SMILES | GPR55 beta-arrestin | SIAH1 antagonists | KOR beta-arrestin-1 | AID2073 | KOR beta-arrestin-2 | GPR55 LPI antagonism | NOD1 inhibition | HIV peptide binding | GPR35 arrestin U2OS
Cc1ccc2c(c1)C1CN(C)CCC1N2C(=O)COc1ccccc1F (configuration not stated) | ? | -2% | . | 23% | . | 0% | -11% | -0.7% | 1%
Cc1ccc(NC(=O)c2cncc(Br)c2)c([N+](=O)[O-])c1 | 0.2% | 3% | 1.7% | -3% | -17% | 3% | 5% | 2.4% | -3%
COc1ccc(C2/C(=C(/O)c3ccc(Cl)cc3)C(=O)C(=O)N2CCN2CCOCC2)c(OC)c1 (configuration not stated) | -0.1% | 2% | -1.6% | 3% | -9% | -4% | 0% | 3.4% | 7%
Cc1nn2c(N3CCCC3)cc(C(C)C)nc2c1-c1ccccc1 | 0.1% | 8% | -1.6% | 32% | -5% | -11% | 10% | -1.7% | -6%
COCc1ccc2oc(C(=O)O)cc2c1 | -0.1% | 4% | 13% | 6% | -6% | 4% | -28% | 7.9% | 6%
N#Cc1ccccc1NC(=O)CNc1ccc(Cl)c(C(F)(F)F)c1 | -0.2% | -2% | -3.3% | 4% | -4% | 21% | -16% | 3.9% | -11%
O=C1C2CCCN2C(=O)N1CCCCN1CCN(c2cccc(C(F)(F)F)c2)CC1 (configuration not stated) | 0.1% | -2% | 0.1% | 4% | -1%[20 µM] | -1% | -22% | 0.9% | -13%
S=C(Nc1cccc(Cl)c1)Nc1ccccc1Oc1ccccc1 | 0.0% | 5% | -0.2% | -15% | -17% | 9% | 11% | 1.5% | 4%
O=C(NCC(c1cccnc1)N1CCOCC1)c1ccc2c(c1)OCO2 (configuration not stated) | 0.1% | -1% | 6.2% | 28% | -12% | 6% | -42% | 3.5% | -1%
COc1ccc(C2=Nn3c(nnc3-c3cccnc3)SC2)cc1 | -0.2% | 4% | -7.0% | -4% | 16% | 2% | 0% | 1.5% | 10%
CCc1c(O)nc(SCC(=O)N2CCOCC2)n(-c2ccccc2)c1=O | -0.1% | 0% | -3.0% | 8% | 21% | -5% | -19% | -1.7% | 12%
COCCN=C1Sc2nc3c(C)cccc3cc2CN1Cc1ccco1 | 0.5% | 3% | 4.1% | 2% | -12% | 5% | 29% | 29% | 5%
COc1ccc(CCNC(=O)c2ccc3c(c2)NC(=O)CS3)cc1OC | 0.3% | 0% | 3.4% | 1% | -20% | 7% | -17% | 0.9% | 2%
COc1ccc(NC(=O)NNc2cc(N3CCOCC3)nc(N3CCOCC3)n2)cc1 | 0.2% | 8% | -0.4% | -51% | 10% | 1% | -26% | -0.3% | 4%
Cn1nnc(NC(=O)c2ccc([N+](=O)[O-])cc2Cl)n1 | -0.1% | -1% | 7.2% | -5% | -41%[20 µM] | 21% | 11% | -1.9% | -2%
Nc1sc(-c2ccccc2)cc1C(=O)N/N=C/c1ccc(Cl)cc1 | -0.2% | 10% | 0.4% | 0% | 5% | 4% | -8% | -0.7% | 12%
CCC(C)(C)n1nnnc1C(c1ccc(OC)c(OC)c1)N1CCN(c2ccc(OC)cc2)CC1 (configuration not stated) | -0.2% | 6% | 0.3% | -2% | 8% | 3% | -5% | -0.3% | 6%
O=C(Nc1cccc(S(=O)(=O)Nc2ccccc2Cl)c1)c1ccc(N2CCCC2)c([N+](=O)[O-])c1 | -0.1% | -4% | -3.1% | 14% | 8% | -2% | 48% | 3.3% | 4%
CCOC(=O)c1cnc(-c2ccccc2)nc1N1CCOCC1 | -0.1% | 7% | 1.4% | 2% | -10% | 5% | -24% | 1.7% | 8%

Only part of the results is shown; rates above refer to the full screens.
